# Screening results deposited in PubChem BioAssay by NCI.
# yeast rad50: NCI yeast anticancer drug screen, S. cerevisiae rad50 strain; % growth inhibition at 50 µM; 10% of 79,000 active;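 also: 0% = growth of vehicle-only cultures of the same strain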
#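 A DNA repair-deficient yeast mutant serves as the test organism; compound-induced growth inhibition is calculated against vehicle-treated cells.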
# mec2-1: NCI yeast anticancer drug screen, S. cerevisiae mec2-1 strain. AID 157. 9% of 79,000 active. % growth inhibition at 50 µM;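 also: 0% = growth of vehicle-only cultures of the same strain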
#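 Growth inhibition is read against vehicle-treated controls after compound exposure of the mec2-1 yeast strain, which is defective in DNA damage repair or cell cycle control.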
# yeast bub3: NCI yeast anticancer drug screen, S. cerevisiae bub3 mutant strain | growth inhibition, % at 50 µM | 9.9% of 78,000 active | AID 167;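 also: 0% = growth of vehicle-only cultures of the same strain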
#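 Readout: yeast growth inhibition, expressed relative to vehicle-only wells. The test organism is a mutant strain from a panel with lesions in DNA repair or checkpoint genes.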
# sgs1 mgt1: NCI yeast anticancer drug screen, S. cerevisiae sgs1 mgt1 strain; % growth inhibition at 50 µM; 10% of 78,000 active;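 also: 0% = growth of vehicle-only cultures of the same strain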
#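 Read-out: growth inhibition vs vehicle controls. Cells: mutant yeast strain deficient in DNA damage repair.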
# mlh1 rad18: NCI yeast anticancer drug screen, S. cerevisiae mlh1 rad18 strain. growth inhibition, % at 50 µM. 11% of 79,000 active. AID 175;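 also: 0% = growth of vehicle-only cultures of the same strain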
#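 Steps: expose repair-defective yeast to compound; measure growth; express inhibition against vehicle-treated controls.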
# yeast cln2 rad14: NCI yeast anticancer drug screen, S. cerevisiae cln2 rad14 strain | 8.3% of 78,000 active | AID 165 | growth inhibition, % at 50 µM;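 also: 0% = growth of vehicle-only cultures of the same strain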
#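 The screen exposed genetically defined yeast (cln2 rad14) to test compounds and scored growth inhibition relative to vehicle-treated controls.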
# * = called active by the depositor; · = not tested or not shown; & = joins results of further samples; ! = repeats disagree. Rule as the data show it: active = growth inhibition above about 70%; inactive = the rest.
SMILES,yeast rad50,mec2-1,yeast bub3,sgs1 mgt1,mlh1 rad18,yeast cln2 rad14
O=C(O)c1cccc([N+](=O)[O-])c1Nc1cccc(C(F)(F)F)c1,21,33,27,33,0,29
Cc1cc(C)n2c(-c3ccccc3)c(C)cc2n1,9,4,27,17,8,9
C=CCOc1cc2c(cc1C/C=C/c1cc(OC)c(OC)c(OC)c1)OCO2,2,6,-7,7,16,-13
CC1=Nn2c(nnc2-c2ccc(N)cc2)NC(C)(C)C1,29,6,19,4,34,0
O=C(CC(CC(=O)c1ccccc1)c1ccco1)c1ccccc1,3,-17,·,·,-9,·
COc1ccc(C2c3cc4c(cc3OC(C)(O)C2C)OCO4)cc1 (stereo not given),99*,95*,98*,92*,98*,98*
CC1c2ncnc(N)c2CN1C(=O)c1ccccc1 (stereo not given),5,-7,7,-3,-5,-20
CC(C)CC(N)C(=O)NC(Cc1ccccc1)C(=O)O (stereo not given),1,8,-6,15,11,-45
CC(=O)n1cc2cc([N+](=O)[O-])ccc2n1,-13,-14,-1,-1,-17,-92
COC(=O)C1C(=O)N(C)c2cc(C)c(C)cc2C1(C)C (stereo not given),8,-9,25,2,-4,6
CCOC(=O)CN1C(=O)NC(C)(c2ccccc2)C1=O (stereo not given),1,4,-10,3,-19,11
Cc1cc(Cl)ccc1NC(=O)C1C(=O)C(=O)N(c2ccc(Cl)cc2C)C1=O (stereo not given),7,-2,-18,15,17,13
[Ce+3].[Cl-].[O-]/N=C(\c1ccccc1)c1ccccn1.[O-]/N=C(\c1ccccc1)c1ccccn1.[O-]/N=C(\c1ccccc1)c1ccccn1,86*,85*,88*,86*,86*,77*
O=C(O)c1ccc(OC2CCCCC2)cc1,7,12,11,42,31,19
O=c1cc[nH]cc1,26&8,57&-9,23&12,17&2,81*!,25&1
COC[N+](C)(C)c1ccc(/C=C/C=O)cc1,29,27,24,25,39,21
CCCCCCCCCCCCCCCCSc1ccc(Br)cc1,45,7,2,24,21,2
O=C(NCc1ccccc1)NC(c1ccccc1)(c1ccccc1)c1ccccc1,29,14,-4,35,31,12
CC(=O)/C=C/c1ccco1,-21&4,-19&-13,-11&-20,-14&-5,2&-17,-41&5
Cc1ccc(C(=O)Cc2ccccc2)cc1,8,6,-2,5,1,1
Clc1ccc(N=Cc2ccc(C=Nc3ccc(Cl)cc3)cc2)cc1,8,9,15,24,20,22
OC(CCC(O)(C(F)(F)F)C(F)(F)F)(C(F)(F)F)C(F)(F)F,26,-3,11,4,-1,47
CCCCCCC1CCCCC1,-35,-42,-29,-29,-20,20
O=C(O)/C=N/NS(=O)(=O)c1cccc([N+](=O)[O-])c1,-6,-4,-11,-18,20,6
Cn1ncc2c(N)ncnc21,-3,-10,-4,6,-3,-29
Nc1ccccc1C(=O)N=Nc1c(O)[nH]c2ccccc12,-11,-19,-15,-16,-54,-29
OC1(c2ccccc2)c2cccc(Cl)c2C(O)(c2ccccc2)c2c(Cl)cccc21 (stereo not given),57,-21,-5,-18,5,4
O=c1c2cccnc2ncn1CCCN1CCOCC1,-17,-6,-11,7,-5,-26
O=[N+]([O-])c1cc2ccc(O)cc2c2ccccc12,93*,94*,96*,96*,94*,95*
CCCC(=O)OC1CC(n2cc(F)c(=O)[nH]c2=O)OC1CO (stereo not given),9,0,8,12,-29,3
CCCCCCc1cc(-c2cc(CCCCCC)[nH]n2)n[nH]1,18,2,-6,9,19,18
CC(O)=NC(Cc1ccc2ccccc2c1)C(O)=NC(Cc1ccc(Cl)cc1)C(O)=NC(Cc1c[nH]c2ccccc12)C(O)=NC(CO)C(O)=NC(Cc1ccc(O)cc1)C(O)=NC(CCCN=C(N)N)C(O)=NC(CC(C)C)C(O)=NC(CCCN=C(N)N)C(=O)N1CCCC1C(O)=NC(C)C(=N)O (stereo not given),18,1,20,3,58,12
O=S(=O)(N1CCCCC1)N1CCNCC1,-9,-19,·,·,-18,·
COC(=O)C1CC(=O)C(C(=O)OC)CC1=O (stereo not given),29&-1,7&15,7&2,3&-2,30&-12,-10&8
Cc1ccc(CC(=S)N2CCOCC2)cc1,20,24,25,11,17,11
CCC(c1ccccc1)c1cc2c(cc1OC(C)=O)OCO2 (stereo not given),13,5,14,5,22,3
O=S(=O)(Cc1ccccc1)C(I)c1ccccc1 (stereo not given),82*,56,61,66,73*,51
OCC1OC(c2[nH]nc3c(=S)nc[nH]c23)C(O)C1O (stereo not given),10,-7,0,-6,4,-12
O=c1[nH]c(=O)n(C2CC(O)C(CO)O2)cc1OCCc1ccccc1 (stereo not given),-25,-2,7,-8,-8,17
COc1ccc(-n2c(=O)c(N=Nc3ccc(Cl)cc3)c(O)n(-c3ccc(C)cc3)c2=S)cc1,33,-12,-6,32,7,-13
CC12CCCCC1C/C(=N/NC(N)=O)CC2 (stereo not given),4&9,1&13,-11&-4,-9&-6,11&14,-26&42
O=C(CC1CCCCC1)OCCOCCO,-8,-6,-3,-28,-4,3
O=c1[nH]ncn2nc3ccccc3c12,3,10,-1,-2,8,-53
Nc1ccc(C(=O)N/C(=C\c2cccc([N+](=O)[O-])c2)c2nc3ccc(Cl)cc3[nH]2)cc1,-10,-21,1,-25,-16,-18
O=C(c1ccc(Cl)c(Cl)c1)N(Cc1ccccc1)Cc1ccccc1,9,10,61,20,10,20
O=C1c2cc3c(cc2CC1Cc1ccc2c(c1)CCC2)CCC3 (stereo not given),-29,-24,-20,-33,-33,-34
O=C1C(c2ccccc2)=C(c2ccccc2)C(=O)N1CCN1CCCC1,-34,-14,14,3,22,-21
CC1Cc2c(nc(-c3ccccc3)[nH]c2=O)O1 (stereo not given),-3,17,-14,19,-9,-6
CC1S(=O)(=O)OCCOS1(=O)=O,-22,7,5,4,22,-6
Cn1c(=S)[nH]c2c(Cl)cc(Cl)cc2c1=O,-40,-31,-28,-7,-52,-14
O=C1CC(Cc2n[nH]c3c2CCC3)CC(=O)N1,-8,3,-10,-10,-13,-16
Cc1ccc(/C=N/Nc2cnccn2)s1,-31,-25,-41,-31,-9,15
CCOc1ccc(OCC)c(C(=O)CCC(=O)Nc2ccc(Br)cc2)c1,-9,-3,1,-8,-7,-13
Cc1noc(NS(=O)(=O)c2ccc(N=Nc3cc(N=Nc4ccc(S(=O)(=O)Nc5onc(C)c5C)cc4)c4c(NC(=O)C(Cl)Cl)cccc4c3O)cc2)c1C (tested in a mixture with another compound),73*,74*,49,75*,59,63
C=C1CC2C(=O)N(c3ccccc3)C(=O)C2CC1n1[nH]c(=O)n(Cc2ccccc2)c1=O (stereo not given),4,3,16,10,-6,-30
C=C(NC(=O)C(C)NC(=O)OCc1ccccc1)C(=O)N1CCCC1C(=O)NC(C)C(=O)NC (stereo not given),3,-4,-4,-5,-2,3
C[N+]1(C)CC=C(N2CCOCC2)CC1,-28,-25,-13,-19,-14,-30
CNc1ccc(C(=O)O)cc1C,1,13,-56,10,0,-16
Cc1cc(=O)[nH]c2ccc(-c3ccc4[nH]c(=O)cc(C)c4c3)cc12,21,-17,23,31,18,5
CC(C)N1C(=O)c2ccccc2S1(Cl)c1ccccc1 (stereo not given),97*,97*,99*,94*,98*,88*
# (continued)
SMILES,yeast rad50,mec2-1,yeast bub3,sgs1 mgt1,mlh1 rad18,yeast cln2 rad14
O=C(NCCN1CCCCC1)c1ccc(I)cc1,9,1,22,25,9,10
CCCCCCC(CCN(C)C)(C(C)=O)c1ccccc1 (stereo not given),-3,4,7,1,11,-4
CCOc1c(N=Nc2ccccc2OC)c(-c2ccccc2)nn1C(N)=S,67,63,27,76*,53,44
Cc1cc([N+](=O)[O-])ccc1NC(=O)C(Br)C(Br)C(=O)O (stereo not given),31,64,76*,76*,49,16
C[N+]1(C)C/C(=C\c2ccc(O)cc2)C(=O)/C(=C/c2ccc(O)cc2)C1,-1,-16,-10,4,-14,-6
O=C(N/N=C/c1ccccn1)c1ccccc1,-1,24,13,11,4,19
O=C(O)COc1ccc(Cl)cc1Cc1ccccc1,29,13,43,30,3,41
CC1NC(=O)C2Cc3ccc(O)c(c3)Oc3cccc(c3)C(O)C(C(=O)N2C)N(C)C(=O)C(C)NC(=O)C(Cc2ccc(O)c(O)c2)N(C)C(=O)C(C)NC1=O (stereo not given),7,-19,11,7,7,6
CC(C)C(=O)Nc1ccc(Cl)cc1,27,-1,-56,26,-8,1
Nc1ccc(C(=O)/C=C/c2ccccn2)cc1,8,31,67,18,28,18
S=C(Nc1cccc2ccccc12)N1CCOCC1,4,3,5,26,-6,7
CCOC(=O)C(CCCOC1CCCCO1)(C(=O)CC)c1ccccc1 (stereo not given) (tested in a mixture with another compound),25,-7,2,-6,-3,2
CC(=O)Nc1ccc(C)cc1[N+](=O)[O-],-30,1,-43,-29,-43,-30
O=C(O)C1Cc2nc[nH]c2CN1CO (stereo not given),6,-9,24,-20,8,4
CCNC(=O)CCP(=O)(CCC(=O)NCC)CCC(=O)NCC,7,-3,-7,4,6,-4
O=C(O)C(O)(O)C(O)(O)C(=O)O,6,-23,-6,-4,-10,5
CCOC(=O)c1c(N)n(-c2ccccc2)c(=S)n(-c2ccccc2)c1=O,-17,-24,-40,-33,-41,15
Nc1[nH]c(=O)[nH]c(=O)c1[N+](=O)[O-],5,-7,-9,-7,-3,-8
CCOC(=O)c1cc2c(nc1NCc1ccc(OC)c(OC)c1)/C(=C/c1ccccc1)CCCC2,90*,89*,92*,92*,90*,80*
Nc1cc2c(cc1N)-c1ccccc1C2=O,71*,39,45,-12,69,0
CC12CCC3c4ccc(Cc5ccc([N+](=O)[O-])cc5)cc4CCC3C1CCC2=O (stereo not given),33,9,1,11,26,20
CC(C)C1CCC(C)C(O)C1 (stereo not given),27,6,-1,9,13,9
NCC(O)C(O)C(O)C(O)CO (stereo not given),13,7,18,15,1,23
COC(=O)C(C(=O)OC)C1CCCC(=O)C1 (stereo not given),-2,-10,-25,-11,14,-7

# In another format: results already given.
# Order of results: yeast rad50	mec2-1	yeast bub3	sgs1 mgt1	mlh1 rad18	yeast cln2 rad14
O=C(O)c1cccc([N+](=O)[O-])c1Nc1cccc(C(F)(F)F)c1
 : 21	33	27	33	0	29
Cc1cc(C)n2c(-c3ccccc3)c(C)cc2n1
 : 9	4	27	17	8	9
C=CCOc1cc2c(cc1C/C=C/c1cc(OC)c(OC)c(OC)c1)OCO2
 : 2	6	-7	7	16	-13
CC1=Nn2c(nnc2-c2ccc(N)cc2)NC(C)(C)C1
 : 29	6	19	4	34	0
O=C(CC(CC(=O)c1ccccc1)c1ccco1)c1ccccc1
 : 3	-17	·	·	-9	·
COc1ccc(C2c3cc4c(cc3OC(C)(O)C2C)OCO4)cc1 (stereo not given)
 : 99*	95*	98*	92*	98*	98*
CC1c2ncnc(N)c2CN1C(=O)c1ccccc1 (stereo not given)
 : 5	-7	7	-3	-5	-20
CC(C)CC(N)C(=O)NC(Cc1ccccc1)C(=O)O (stereo not given)
 : 1	8	-6	15	11	-45
CC(=O)n1cc2cc([N+](=O)[O-])ccc2n1
 : -13	-14	-1	-1	-17	-92
COC(=O)C1C(=O)N(C)c2cc(C)c(C)cc2C1(C)C (stereo not given)
 : 8	-9	25	2	-4	6
CCOC(=O)CN1C(=O)NC(C)(c2ccccc2)C1=O (stereo not given)
 : 1	4	-10	3	-19	11
Cc1cc(Cl)ccc1NC(=O)C1C(=O)C(=O)N(c2ccc(Cl)cc2C)C1=O (stereo not given)
 : 7	-2	-18	15	17	13

# (list continues)
SMILES,yeast rad50,mec2-1,yeast bub3,sgs1 mgt1,mlh1 rad18,yeast cln2 rad14
C=CC1OC2C3CC(C2O1)C1OC31 (stereo not given),6,-15,21,15,-5,-1
CCOC(=O)CNC(=O)C(CSC(c1ccccc1)(c1ccccc1)c1ccccc1)NC(=O)C(CSCOCC(C)C)NC(=O)OCc1ccccc1 (stereo not given),5,11,-4,-7,29,-5
O=C(N/N=C\c1ccc(Cl)cc1)Nc1ccc2ccccc2c1,3,11,20,4,29,13
CC1(n2nc(-c3ccccc3)n(-c3ccccc3)c2=O)CSC1,-8,-23,-16,-31,-7,-16
Cc1cccc(NC(=O)c2ccc(Cl)c(Cl)c2)c1,11,14,30,0,-9,-66
c1ccc(C2=NN(c3ccccc3)C3C4CCC(C4)C23)cc1 (stereo not given),-6,8,14,-6,12,-49
N#CC(/C(=N\NC(=O)c1ccncc1)C(=O)Nc1ccc([N+](=O)[O-])cc1[N+](=O)[O-])c1nc(-c2ccc(Br)cc2)cs1 (stereo not given),0,-4,13,-15,-8,8
CC(C)CC1NC(=O)CCC(NC(=O)C(Cc2ccc(O)cc2)NC(=O)OCc2ccccc2)C(=O)NC(Cc2ccccc2)C(=O)NC(Cc2ccccc2)NC1=O (stereo not given),-25,-22,-8,-24,-18,9
COC(=O)C(Cc1nc2ccccc2nc1C)/C(=N\NC(N)=O)C(=O)Nc1cccc([N+](=O)[O-])c1 (stereo not given),-8,-22,-23,-24,-16,1
